# Exocytosis inh: lytic granule exocytosis inhibition; TALL-104 LAMP-1 surface exposure, flow cytometry; cells stimulated with thapsigargin and PMA; inhibition, % at 10 µM; 360,000 compounds, 0.66% hits; AID 651702;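 active = inhibition above about 55%, limit read from the data; inconclusive = no clear call, values can overlap the other calls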
# PDI inh: inhibitors of human protein disulfide isomerase. 350,000 compounds, 0.052% hits. PDI insulin aggregation turbidity, A650, 90 min. P07237. inhibition, % at 10 µM;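 active = mean inhibition across replicates of 30% or more, whatever share of single replicates reach that level; inconclusive = mean inhibition below 30% while every single replicate reaches 30%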;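 note: absorbance from insulin aggregation driven by PDI reduction with DTT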
# Target sequence (P07237 whole entry, looked up): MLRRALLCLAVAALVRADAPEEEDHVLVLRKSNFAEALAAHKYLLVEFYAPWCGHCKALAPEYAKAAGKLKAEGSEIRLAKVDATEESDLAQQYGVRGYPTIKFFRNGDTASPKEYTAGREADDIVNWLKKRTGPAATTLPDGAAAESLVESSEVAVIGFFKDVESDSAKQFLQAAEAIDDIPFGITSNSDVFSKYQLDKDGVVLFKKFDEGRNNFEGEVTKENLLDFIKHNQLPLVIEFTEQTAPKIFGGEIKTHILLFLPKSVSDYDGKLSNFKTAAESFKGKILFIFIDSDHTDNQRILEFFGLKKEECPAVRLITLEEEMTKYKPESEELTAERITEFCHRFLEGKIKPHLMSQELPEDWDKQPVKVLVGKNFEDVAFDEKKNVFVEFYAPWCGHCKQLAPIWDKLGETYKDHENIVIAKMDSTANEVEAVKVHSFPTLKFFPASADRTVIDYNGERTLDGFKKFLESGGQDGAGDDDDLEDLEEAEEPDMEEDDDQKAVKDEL
# hiPSC survival: hiPSC single-cell survival enhancement; ATPlite luminescence; 100% = ROCK inhibitor wells, 0% = DMSO; 360,000 compounds, 0.044% hits; survival enhancement, % at 20 µM; in the data active = survival enhancement above about 18%;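 note: cells exposed to compounds for 16 hours before the ATP read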
# aDG glyco act: alpha-DG glycosylation activation | activation, % at 10 µM | Pro5-aDG cells, alpha-DG glycosylation AlphaScreen (IIH6); 0% Pro5, 100% B10-LARGE cell signal | 360,000 compounds, 0.22% hits | AID 624168;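 active = activation of at least 8% versus controls, or a plate z-score of at least 8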;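 note: Pro5 are CHO cells carrying HIG-tagged alpha-DG that lacks glycosylation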
# Vif imaging: blocks HIV Vif function | AID 602346 | HEK293T cells, Vif self-association by quenched fluorescence, imaging, 24 h | inhibition, % at 7.49 µM | 340,000 compounds, 0.35% hits; in the data active = inhibition above about 50%, passing the limit was not always enough; inconclusive = no clear call, values can overlap the other calls; inactive = below about 31%; note: some results filed as inactive read as strong as hits
# HIF-2a inh: HIF-2a inhibition; 786-0 RCC cells HIF-2a reporter, luciferase luminescence, overnight; inhibition, % at 18.8 µM; 360,000 compounds, 0.72% hits; AID 624352;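 active = inhibition of the luminescence signal of 40% or more relative to plate controls, in a single-dose primary screen at 18.75 µM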
# CaV13 ICDI inh: Disruptors of the CACNA1D IQ motif to Ca2+-dependent inactivation inhibitor domain association, primary screening, Förster resonance energy transfer in intact living …; HEK cells, CFP/YFP FRET ICDI-IQ, plate reader, 10 min; percent FRET-ratio fall versus neutral wells; inhibition, % at 12.3 µM; 340,000 compounds, 0.098% hits; AID 743397;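 active = mean replicate inhibition of at least 30% and at least 1% of replicates passing that level; inconclusive = only one of the two criteria is met; inactive = neither criterion is met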;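 note: 0% = median of the neutral control wells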
# NR2E3 ag-1: NR2E3 (human) agonism. 320,000 compounds, 0.12% hits. AID 2300. GST-NR2E3/biotin-RetCOR TR-FRET, 1536-well. inhibition of corepressor binding, % at 4.78 µM;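 active = percent inhibition above the cutoff of mean plus 3 SD of all tested compounds, set per screening campaign, cut at about 20% in these data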;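 note: 0% = DMSO wells and 100% = biotin wells as full block of FRET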
# Target sequence (Q9Y5X4 whole entry, looked up): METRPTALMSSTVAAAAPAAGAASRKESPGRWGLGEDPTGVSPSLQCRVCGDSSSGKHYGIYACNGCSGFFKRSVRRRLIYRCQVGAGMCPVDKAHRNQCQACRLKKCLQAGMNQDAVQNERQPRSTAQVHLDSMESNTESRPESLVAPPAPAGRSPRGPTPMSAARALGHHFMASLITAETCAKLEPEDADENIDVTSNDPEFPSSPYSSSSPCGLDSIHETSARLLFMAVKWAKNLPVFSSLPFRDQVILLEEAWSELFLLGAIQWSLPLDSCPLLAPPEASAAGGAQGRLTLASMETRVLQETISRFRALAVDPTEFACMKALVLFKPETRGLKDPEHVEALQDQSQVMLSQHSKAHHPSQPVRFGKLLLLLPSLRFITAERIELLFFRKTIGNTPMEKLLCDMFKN
#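 Material – GST-tagged NR2E3 plus biotinylated RetCOR corepressor · Quantity – NR2E3 fusion 1.35 nM · Times – 5 h incubation at 4 °C · Medium – pH 7.5 Tris-based buffer · Technique – TR-FRET, Eu(K)-anti-GST donor, streptavidin-D2 acceptor, ex 340, em 617/671 nm · Benchmarks – high control biotin, low control 0.6% DMSO · Format – 1536-well plates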
# NR2E3 ag-2: human photoreceptor-specific nuclear receptor agonism; Q9Y5X4; CHO-S Gal4-NCOR/VP16-NR2E3 two-hybrid, luciferase; inhibition of corepressor binding, % at 3.98 µM; 360,000 compounds, 0.35% hits; AID 602229;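 active = inhibition above the mean of all tested compounds plus 3 SD, cut at about 70% in these data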;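 note: 0% = DMSO with NR2E3 transfected cells and 100% = cells lacking NR2E3 construct; higher means lower luciferase signal from less NR2E3 corepressor binding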
# MITF TRPM1 inh: reduces MITF-dependent TRPM1 promoter luciferase signal; inhibition, % at 12.5 µM; SK-MEL-5 TRPM1 promoter luciferase, 24 h; 330,000 compounds, 0.83% hits;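 active = mean inhibition across replicates of 60% or more, whatever share of single replicates reaches that level; inconclusive = some that reach 60%, reason not given; inactive = mean inhibition across replicates below 60%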; note: values of inactives mirror those of a sister screen read the other way
# Peg3 promoter: Peg3 promoter activity inhibition | HeLa PEG-Prom luciferase reporter, luminescence, overnight | inhibition, % at 20 µM | 360,000 compounds, 1.7% hits | AID 588405;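 active = inhibition of at least 50% at 20 µM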
# Active calls of the source: *; u = inconclusive; x = not tested or not shown. Random draw from the library; overall some 3.5% were active at least once.
SMILES,Exocytosis inh,PDI inh,hiPSC survival,aDG glyco act,Vif imaging,HIF-2a inh,CaV13 ICDI inh,NR2E3 ag-1,NR2E3 ag-2,MITF TRPM1 inh,Peg3 promoter
COc1cccc(NC(=O)COC(=O)c2ccccc2C(=O)N2CCN(c3ccccc3)CC2)c1,1,12,-0.3,1.7,-1,6,-3,-2,2,5,14
CCOCCCNC(=O)c1c[nH]c2cc(C)ccc2c1=O,1,-6,4.5,0.4,10,-2,-7,-3,11,-2,-7
COC(=O)Cn1ncc2c(C)n(Cc3ccccc3)c(C)c2c1=O,3,x,0.1,0.3,-3,-197,-5,0,-70,-41,-34
CCOc1ccc(N(CC(=O)Nc2c(C)n(C)n(-c3ccccc3)c2=O)S(=O)(=O)c2ccc(F)cc2)cc1,-1,0,0.1,0.0,-1,-2,x,x,-11,2,7
COc1ccc(CNC(=O)c2ccc(CS(=O)(=O)c3ccccc3C)o2)cc1,-2,2,0.9,-0.2,4,1,-16,1,-19,-9,15
O=C(O)CC1(CC(=O)Nc2ccc3c(c2)C(=O)OC3)CCCCC1,-2,0,-0.5,0.0,4,12,-3,0,6,x,5
CN(CC(=O)NC(=O)NCc1ccccc1)Cc1cccc(Cl)c1Cl,0,-6,-0.4,0.3,-5,-7,-3,5,8,-15,-3
COc1ccc(Cl)cc1NC(=O)CSc1nc2[nH]ncc2c(=O)[nH]1,-2,-24,16,-0.1,2,25,-19,x,-1,x,-2
Cc1ccccc1NC(=O)COC(=O)c1ccc(S(=O)(=O)N2CCCCCC2)cc1,2,-4,-0.2,-0.1,13,8,-6,x,-12,2,5
COc1ccc(NC(=O)CSCC(=O)NCCc2ccccn2)cc1,-1,-2,-0.2,0.0,-4,4,-7,4,-14,14,-14
NC(=O)c1ccc(NC(=O)c2ccccc2S(=O)(=O)c2ccccc2[N+](=O)[O-])cc1,3,0,3.7,0.2,0,2,-18,3,4,2,5
CCc1ccc(NC(=O)c2cc(C(C)C)on2)cc1,-3,2,0.6,0.2,-1,-206,-3,-1,-145,-78,-219
O=C(NNc1ccccc1)C(=O)NNS(=O)(=O)c1ccc([N+](=O)[O-])cc1,-6,-8,-0.4,2.1,2,13,22,-2,58,7,8
O=C(NCc1ccccc1)c1ccc(CN2CCOCC2)cc1,-3,-2,-2.7,0.0,-4,-11,x,2,5,10,-7
CCCN1CCC(=O)NC1=S,-1,-1,1.5,0.3,2,2,-7,x,-9,2,5
COC(=O)[C@H](CCSC)NC(=O)NCCc1ccc(F)cc1,3,-1,4.9,0.5,3,11,-4,10,-7,1,-5
O=C(COc1ccc(/C=N/NC(=O)C(=O)N2CCCCC2)cc1)Nc1ccccc1Cl,0,8,-0.7,-0.4,-7,-13,4,-3,13,-31,-161
CC(C)C[C@@H](CO)N(Cc1ccccc1)S(=O)(=O)N(Cc1ccccc1)[C@H](CO)CC(C)C,-13,3,-1.3,1.4,-5,-5,x,5,-4,-2,83*
COc1ccc(NC(=O)Cn2c(=O)n(-c3ccc(CC(=O)NCc4ccco4)cc3)c(=O)c3ccccc32)cc1,-2,-4,-0.1,0.1,-3,7,-3,1,-4,71*,16
CC(C)(CNC(=O)CCNC(=O)c1ccc(Br)cc1)N1CCOCC1,0,2,-0.5,0.2,-5,7,-5,0,-5,3,8
O=C(N/N=C\c1ccc2c(c1)OCO2)c1ccco1,5,2,-1.8,0.3,-3,-142,-5,3,-98,-63,-208
COc1ccc(/C(N)=N/OC(=O)C2CCCCC2)cc1OC,-1,3,-0.6,-0.2,0,-239,-7,1,-68,-78,-202
CC1CC(=O)Nc2ccccc2N1C(=O)CN1CCN(c2ccccc2)CC1 (stereo not given),1,-6,-1.2,-0.1,0,14,-6,8,2,-1,8
CCn1nnnc1SCC(=O)c1ccc2c(c1)OCCO2,-3,-9,2.7,-0.1,-5,-82,x,2,-48,-14,-26
COc1ccccc1C(=O)Nc1cccc(NC(=O)c2ccccc2OC)n1,-5,2,2.1,-0.2,1,-55,-10,4,19,-12,-43
CS(=O)(=O)c1ccc(Nc2nc(C(N)c3ccccc3Cl)cs2)cc1 (stereo not given),-4,-5,5.3,-0.3,-12,17,-5,x,2,x,18
CCN1C(=O)C2CCCCN2c2ccc(C(=O)NCCOC)cc21 (stereo not given),0,3,-0.3,-0.2,-12,16,-18,-2,-21,x,2
Cc1ccc(NC(=O)CN(C)S(=O)(=O)c2ccc(Br)s2)cc1F,-6,-10,-0.4,0.2,-19,11,-8,-4,3,1,2
CCOC(=O)Nc1ccc2c(COC(=O)CNS(=O)(=O)c3ccc(NC(C)=O)cc3)cc(=O)oc2c1,5,5,0.9,-0.3,-2,-49,0,5,-7,-8,-31
CCn1cc2nc(SCC(=O)Nc3ccc(OC)cc3OC)n(Cc3ccc(OC)cc3)c(=O)c2n1,20,4,0.1,-0.2,5,-2,-2,-2,-34,23,21
CNC(=O)c1c(NC(=O)CS(=O)(=O)c2ccc(F)cc2)sc(C)c1C,3,0,0.2,-0.2,x,-2,-4,-3,-21,5,14
CC[C@@]1(C(=O)OC)N[C@H](CN(C)C(=O)Nc2ccc(C(F)(F)F)cc2)[C@@H]2C(=O)N(C)C(=O)[C@@H]21,-1,-6,4.0,-0.1,8,8,-3,x,-40,-7,-6
Cc1cc(Br)ccc1SCC(=O)OCC(=O)NCc1ccc2c(c1)OCO2,-1,-6,-1.2,0.4,7,27,-4,3,3,1,7
COc1cc(C(=O)COC(=O)c2cnc(C)cn2)ccc1OC(F)F,-2,5,1.8,-0.6,x,3,-5,0,18,1,6
COC(=O)c1ccc2c(=O)n(Cc3ccco3)c(SCC(=O)Nc3ccccc3Cl)nc2c1,2,-7,-1.2,0.1,1,12,x,-4,-3,4,12
Cc1nc2ccc(NC(=O)C3CCCCC3)cc2s1,2,13,0.1,-0.2,18,-191,-3,3,0,-35,-134
Cc1ccc(COc2ccsc2C(=O)NN)cc1,5,0,-2.4,-0.2,-1,9,2,2,-178,-5,-8
COc1cc(OC)c(OC)cc1/C=N/NC(=O)C[n+]1ccccc1,-5,-1,-0.1,-0.1,4,3,-6,6,-6,-10,-7
COc1ccc(-c2nc(N)n[nH]2)cc1,-3,u,2.2,-0.1,-2,-19,x,0,-2,-6,-15
Fc1ccc(C(c2nnnn2Cc2cccs2)N2CCN(C3CCCCC3)CC2)cc1 (stereo not given),4,-10,-4.2,-0.3,-3,16,-4,5,-5,-33,4
Cc1ccc(-c2nn(-c3ccccc3)cc2C=O)o1,-2,2,-0.5,0.9,-13,-173,-9,2,-123,-19,-190
COc1ccc(-c2csc(NC(=O)c3c(OC)cccc3OC)n2)cc1,1,0,-0.2,0.0,14,-9,-20,2,-34,1,2
Cc1ccsc1C(C(=O)NC1CCCCC1)N(C(=O)Cc1cccs1)C1CC1 (stereo not given),0,-1,-0.4,0.4,x,-10,-11,2,8,-10,30
O=C(C1CCN(S(=O)(=O)c2ccccc2)CC1)N1CCN(Cc2ccccc2)CC1,-2,1,-0.3,-0.2,5,13,-3,x,-33,-2,8
Cc1cc(C(=O)c2ccccc2)cc(C)c1O,-2,-26,-1.0,0.6,11,4,-5,x,-11,-16,8
O=C1Nc2ccc(S(=O)(=O)NCC3CCCO3)c3cccc1c23 (stereo not given),-1,2,1.4,-0.4,-2,7,-7,-3,-9,24,12
NC1(C#Cc2ccc3oc(=O)c(-n4cc(C5(O)CCCCC5)nn4)cc3c2)CCCCC1,29,8,-1.9,-0.1,-9,7,-11,x,-6,-17,-7
CC(C)C(=O)Nc1ccc(S(=O)(=O)Nc2ccccn2)cc1,4,0,0.0,0.3,3,17,-3,1,-13,-4,14
CC(C)Cn1c(N)c(C(=O)COC(=O)c2ccc(O)cc2O)c(=O)n(C)c1=O,0,-7,0.3,-0.2,-8,7,-5,4,9,9,8
CCOc1ccccc1NC(=O)CN(C)S(=O)(=O)c1cccc2nsnc12,-2,2,-0.6,0.4,-13,0,-6,-1,-10,8,7

# Carrying on:
SMILES,Exocytosis inh,PDI inh,hiPSC survival,aDG glyco act,Vif imaging,HIF-2a inh,CaV13 ICDI inh,NR2E3 ag-1,NR2E3 ag-2,MITF TRPM1 inh,Peg3 promoter
CCOc1cc(C2C(C(=O)N3CCCCC3)=C(C)NC3=C2C(=O)CCC3)cc(Br)c1O (stereo not given),0,0,-0.1,0.0,-7,2,-7,3,-5,10,14
Cc1cc(C(F)(F)F)nn1-c1nc(-c2ccco2)cc(C(F)(F)F)n1,-6,-4,-0.4,-0.2,-8,28,-4,-3,-12,9,15
CCCCCCCCOC(=O)CCn1[nH]c(=O)c2ccccc2c1=O,-1,-1,-0.5,0.3,x,22,-5,-2,2,8,14
CSc1ccccc1NC(=O)COC(=O)c1ccccc1O,-1,1,0.2,0.1,-3,15,-17,2,2,1,-35
N#CCCN(C(=O)c1ccco1)c1ccccc1,-1,1,0.9,-0.1,-19,7,-6,4,11,2,16
Cc1cccc(C)c1-n1nnnc1C(c1cc2ccccc2o1)N1CCN(C/C=C/c2ccccc2)CC1 (stereo not given),17,x,-0.8,-0.6,x,4,-10,x,4,x,3
O=C(N/N=C/c1ccc2ccccc2c1)c1ccc(COc2ccc3c(c2)CCC3)o1,1,-1,-1.9,0.0,x,-12,x,-2,-91,-2,-32
CC(C)c1ccccc1NC(=O)Nc1nc(C(N)Cc2ccc(C(F)(F)F)cc2)cs1 (stereo not given),16,16,-2.8,-0.7,-8,14,-9,x,30,x,108*
Cc1cn(-c2ccc(Br)cc2)[nH]c1=O,-2,-28,5.0,-0.3,-2,-133,-8,0,-88,-22,-134
CSCCC(NC(=O)c1cccc([N+](=O)[O-])c1)C(=O)OCC(=O)N1CCCC1=O (stereo not given),4,5,-0.4,-0.1,-3,22,-8,2,17,-12,0
COc1ccc(C2CC(c3ccc(C)cc3)Nc3nc(N)nn32)cc1 (stereo not given),-2,-1,-1.1,0.0,4,-28,-5,0,-36,-16,-15
Cc1ccc(OCC(=O)NS(=O)(=O)c2ccc(Cl)cc2)cc1,0,-4,-0.4,0.2,-6,15,x,0,-7,17,14
Oc1c(N=Nc2ccccc2)sc2ccccc12,1,-14,-0.5,-0.4,0,-295,-3,-5,-143,-20,-219
Cc1c(-c2nnc(-c3ccc(C(F)(F)F)cc3)o2)cnn1-c1ccccc1,-4,-5,0.1,0.4,11,-147,x,3,-48,-52,-159
COc1ccc(CNC(=O)c2c(-c3cc(Cl)c(OC)c(Cl)c3)noc2C)cc1,-5,9,3.0,0.1,9,2,7,4,13,4,13
O=C(CCS(=O)(=O)c1ccccc1)N1CCN(c2ccccc2F)CC1,-3,-6,-0.4,0.1,-8,-200,x,-1,-82,-34,-172
